Screening data: PubChem, several laboratories
Mcl1-Bid inh: Mcl-1/Bid interaction inhibition; Q07820; TR-FRET Mcl-1/Bid-Dy647 peptide binding, 1536-well; inhibition, % at 21.7 µM; actives 0.97% (n = 220,000); AID 1021;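 active = compounds that cut the binding signal by more than half at the single screening dose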;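 also: His-tagged Mcl-1 with europium anti-His antibody binding Bid BH3 peptide; 0% = Mcl-1 plus peptide wells and 100% = peptide-only wells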
Target sequence (Q07820 whole entry, looked up): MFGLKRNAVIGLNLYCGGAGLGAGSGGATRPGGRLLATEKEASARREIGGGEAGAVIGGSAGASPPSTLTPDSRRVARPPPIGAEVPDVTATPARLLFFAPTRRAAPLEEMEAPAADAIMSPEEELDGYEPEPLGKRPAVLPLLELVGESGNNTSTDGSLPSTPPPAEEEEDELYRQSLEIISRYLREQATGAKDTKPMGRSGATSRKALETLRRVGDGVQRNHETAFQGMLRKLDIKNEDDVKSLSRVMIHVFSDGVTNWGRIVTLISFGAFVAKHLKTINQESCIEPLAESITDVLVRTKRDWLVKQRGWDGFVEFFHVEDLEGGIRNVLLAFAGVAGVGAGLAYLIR
Mcl1 Noxa PPI: disrupts binding of human Mcl-1 to Noxa peptide. Q07820. TR-FRET Mcl-1/Noxa peptide binding, 2 h. inhibition, % at 21.7 µM. actives 1.5% (n = 220,000);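 active = compounds that cut the protein-peptide binding signal by more than 50% relative to plate controls in a single-dose test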;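 also: His-tagged Mcl-1 with rhodamine Noxa BH3 peptide and terbium anti-His antibody; 0% = Mcl-1 plus Noxa peptide wells and 100% = peptide-only wells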
Pf gamet viab: kills late stage P. falciparum gametocytes; actives 0.065% (n = 150,000); P. falciparum stage V gametocytes, ATP luminescence, 24 h; inhibition, % at 10.9 µM;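 active = inhibition above the mean plus 3 SD of compounds within the control limits, set per campaign, cut at about 38% in these data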;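 also: 0% = DMSO wells and 100% = medium only without gametocytes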
RGS8-Gao reg: modulates binding of RGS8 to human Galphao | multiplexed bead flow cytometry; actives lie on both sides | response (percent of control binding), % at 10 µM | actives 0.34% (n = 220,000); in the data active = response below about 60% or above about 140%; inactive = in between;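 also: Galphao activated as the GDP aluminium fluoride complex binding bead-coupled RGS8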
Target sequence (P09471 whole entry, looked up): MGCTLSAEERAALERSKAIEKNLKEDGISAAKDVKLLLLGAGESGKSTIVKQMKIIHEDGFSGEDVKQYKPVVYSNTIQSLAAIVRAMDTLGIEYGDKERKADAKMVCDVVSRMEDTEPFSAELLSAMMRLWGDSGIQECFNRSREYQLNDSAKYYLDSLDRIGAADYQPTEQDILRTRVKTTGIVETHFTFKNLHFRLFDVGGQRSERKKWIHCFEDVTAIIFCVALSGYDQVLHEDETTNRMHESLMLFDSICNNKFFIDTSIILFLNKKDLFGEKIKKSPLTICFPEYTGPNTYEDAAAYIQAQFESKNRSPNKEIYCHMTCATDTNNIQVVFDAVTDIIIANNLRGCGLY
Starred values were filed as active, the others as inactive. Only part of the results is shown; the hit share may differ from the screen's.

no.	mol	Mcl1-Bid inh	Mcl1 Noxa PPI
1	COc1ccc(/C=N/NC(=O)c2ccn[nH]2)cc1Cn1nc(C)c([N+](=O)[O-])c1C	-10	-4
2	Cc1cc(/C=C2\NC(=S)NC2=O)c(C)n1-c1cccnc1	-50	12
3	CCOC(=O)c1c(C)noc1-c1ccco1	-11	-8
4	Cc1ccc(NCC(=O)N/N=C\c2ccc[nH]2)cc1	-33	-3
5	CC(=O)c1nnn(-c2ccccc2C#N)c1C	-21	5
6	Cc1cc(NC(=O)c2coc(=O)c(Br)c2)ccc1C(C)C	1	6
7	CC(C)(C)c1cc(C(=O)NCc2cc(F)cc3c2OCOC3)n(Cc2ccccc2)n1	2	7
8	Cc1cccc(-n2c(O)c(C=Nc3cccc(O)c3)c3ccccc3c2=O)n1	-46	14
9	CCOC(=O)C(C)Oc1cccc2c(=O)n(CC(=O)NCc3ccc(F)cc3)ccc12 (stereo unspecified)	-3	-14
10	O=C(/C=C/c1ccccn1)c1cc(Cl)cc(Cl)c1O	0	1
11	O=C(/C=C/c1ccco1)N1CCN(c2ccc(F)cc2)CC1	-58	-7
12	CCOc1ccc(/C=C(/NC(=O)c2ccc(Cl)cc2)C(=O)O)cc1OCC	-9	17
13	Nc1ccc(S(=O)(=O)NC2=NCCCCC2)cc1	-14	-17
14	Cc1cc(=O)n2[nH]c(CCC(=O)O)nc2n1	7	1
15	CCN(CC)S(=O)(=O)c1cccc(NN=c2c(=O)c3ccccc3c2=O)c1	-13	-9

no.	Pf gamet viab	RGS8-Gao reg
1	-4	101
2	-23	105
3	-18	98
4	3	104
5	8	102
6	3	98
7	16	96
8	2	99
9	-11	100
10	14	93
11	-12	100
12	26	100
13	-2	98
14	-35	99
15	-10	99

Additional compounds follow.
no.	mol	Mcl1-Bid inh	Mcl1 Noxa PPI
16	CCc1cccc(NC(=O)c2ccc3c(=O)n4c(nc3c2)CCCCC4)c1	21	9
17	O=c1c2[nH]c3cccc(Cl)c3c2ncn1CC1CCCO1 (stereo unspecified)	-7	7
18	COc1cc(S(=O)(=O)N(Cc2cccc(OC)c2OC)CC2CCCO2)ccc1-n1cnnn1 (stereo unspecified)	-10	12
19	COC(=O)C1=C(N)OC2=C(C(=O)CCC2)C1c1ccccc1OC (stereo unspecified)	-141	-4
20	CCc1nnc(NC(=O)C2=CCN(S(=O)(=O)c3ccccc3)CC2)s1	-38	23
21	COCC1=C(C(=O)OC)C(c2cccs2)n2ncnc2N1 (stereo unspecified)	-15	9
22	COc1ccc(S(=O)(=O)N(CC(=O)NCc2cccnc2)C2CCCCC2)cc1OC	1	-13
23	COc1ccc(/C=N/NC(=O)c2ccncc2)c(C(=O)O)c1OC	-20	14
24	CCn1c(=O)c([N+](=O)[O-])c(NCC2CCCO2)c2ccccc21 (stereo unspecified)	-29	5
25	Cc1cccc(Cn2nc(C(C)(C)C)cc2C(=O)Nc2ccc(F)cc2)c1	-32	17
26	Cc1cc(C)nc(SCc2cn3c(C)cccc3n2)n1	-24	7
27	COc1cccc(NC(=O)COC(=O)CC(NC(N)=O)c2ccc(Cl)cc2)c1 (stereo unspecified)	-18	-14
28	CCN1CCN(CCc2nc3cc([N+](=O)[O-])ccc3n2C)CC1	-15	2
29	COc1ccc(CCNC(=O)C2CC3Cn4c(nc5cc(Cl)c(Cl)cc54)C3N2C)cc1 (stereo unspecified)	-42	3
30	CC1(C)CC(=O)C(Sc2ccccc2)=C(O)C1	-16	5

no.	Pf gamet viab	RGS8-Gao reg
16	-47	102
17	-28	104
18	7	98
19	-16	100
20	-3	99
21	13	102
22	2	97
23	1	101
24	12	98
25	5	104
26	19	100
27	-35	105
28	6	100
29	24	94
30	-7	94

Sorted by molecular weight (smallest number first): 3 of the compounds above.
no.	mol	Mcl1-Bid inh	Mcl1 Noxa PPI
26	Cc1cc(C)nc(SCc2cn3c(C)cccc3n2)n1	-24	7
24	CCn1c(=O)c([N+](=O)[O-])c(NCC2CCCO2)c2ccccc21 (stereo unspecified)	-29	5
18	COc1cc(S(=O)(=O)N(Cc2cccc(OC)c2OC)CC2CCCO2)ccc1-n1cnnn1 (stereo unspecified)	-10	12

no.	Pf gamet viab	RGS8-Gao reg
26	19	100
24	12	98
18	7	98

Additional entries:
no.	mol	Mcl1-Bid inh	Mcl1 Noxa PPI
31	COc1ccc(/C=C/C(=O)c2cc(Cl)ccc2O)c(OC)c1	-23	-13
32	Cc1sc2ncnc(OCC(=O)NC3CCS(=O)(=O)C3)c2c1C (stereo unspecified)	-15	18
33	CCOC(=O)c1ccc2nc(C)c(C)nc2c1	-6	-6
34	O=C1c2cccc(Sc3ccccc3)c2C(=O)c2c(Sc3ccccc3)cccc21	-10	-20
35	CC(C)(C)C(=O)O/N=C(\N)c1ccc(Br)cc1	-18	-23
36	Cc1[nH]n(-c2ccccc2)c(=O)c1N=Nc1ccccc1C(=O)N1CCCCC1	-74	11
37	Cc1ccc(C)n1-c1cc([N+](=O)[O-])ccc1-n1ccnc1	-10	18
38	COc1ccc(CCNC(=S)N(C)C)cc1OC	-10	-7
39	COc1cccc(/C=N/NC(=O)c2ccc3nc[nH]c3c2)c1O	-85	48
40	COc1ccc(S(=O)(=O)N2CCOCC2)cc1NC(=O)c1ccc(-n2nc(C)cc2C)cc1	-7	11
41	Clc1ccc(-c2csc(-c3cccnc3)n2)s1	4	9
42	Cc1onc(-c2ccccc2)c1-c1nnc(-c2ccccc2C(F)(F)F)o1	-4	-8
43	CC(C)(C)C(=O)Cn1nnc(-c2ccc(C(F)(F)F)cc2)n1	-4	-2
44	NC(=S)NNc1ccc(Cl)c(Cl)c1	-60	5
45	COc1cc(/C=N\NC(=O)c2ccc(Cl)cc2)ccc1Oc1ccc([N+](=O)[O-])cn1	-100	-4

no.	Pf gamet viab	RGS8-Gao reg
31	-15	99
32	13	100
33	0	102
34	8	98
35	2	100
36	-11	104
37	11	104
38	-7	103
39	-3	77
40	16	99
41	10	101
42	2	106
43	2	102
44	19	102
45	1	106

Grouped by structure: the compounds so far with a tert-butyl group.
no.	mol	Mcl1-Bid inh	Mcl1 Noxa PPI
7	CC(C)(C)c1cc(C(=O)NCc2cc(F)cc3c2OCOC3)n(Cc2ccccc2)n1	2	7
25	Cc1cccc(Cn2nc(C(C)(C)C)cc2C(=O)Nc2ccc(F)cc2)c1	-32	17
35	CC(C)(C)C(=O)O/N=C(\N)c1ccc(Br)cc1	-18	-23
43	CC(C)(C)C(=O)Cn1nnc(-c2ccc(C(F)(F)F)cc2)n1	-4	-2

no.	Pf gamet viab	RGS8-Gao reg
7	16	96
25	5	104
35	2	100
43	2	102

(listing goes on)
no.	mol	Mcl1-Bid inh	Mcl1 Noxa PPI
46	Nc1nnnn1/N=C/c1cc([N+](=O)[O-])ccc1O	-5	-18
47	COc1ccc(NC(=S)N(CCC(C)C)C(C)c2ccncc2)cc1 (stereo unspecified)	-134	-5
48	CC(C)(C)NC(=O)NCCc1ccccc1	-25	-4
49	COC(=O)c1ccc(NC(=S)NC(=O)c2c(-c3ccccc3)noc2C)cc1	-8	11
50	Cc1cc(C)c(NC(=O)Cn2c([N+](=O)[O-])cnc2C)c(C)c1	32	28
51	COc1ccc(C(=O)Nc2ccc(CN3CCS(=O)(=O)CC3)cc2)cc1	-13	-11
52	N#C/C(=C\c1ccc(F)c(Cl)c1)S(=O)(=O)c1ccccn1	-1	15
53	Cn1nc(-c2ccccc2)cc1NS(=O)(=O)c1ccccc1	-4	-2
54	COc1ccc(/C=N/NC(=O)CCn2cnc3ccccc32)cc1	-14	7
55	CCCN(CCC)C(=O)Nc1ccc(F)cc1F	-9	-3
56	CCN(CC)S(=O)(=O)c1ccc(N2CCCC2)c(NC(=O)c2ccccc2OC)c1	-31	5
57	O=S(=O)(Nc1nc(SCc2ccc(Cl)cc2)n[nH]1)c1ccc(F)cc1	3	6
58	CSc1ccc(CN(C)Cc2nc3ccccc3c(=O)[nH]2)cc1	-30	-1
59	COc1ccc(/C=N/NC(=S)Nc2ccccc2)cc1COc1ccc(Br)cc1	-70	20
60	O=C(c1sccc1Br)N1CCN(Cc2ccc3c(c2)OCO3)CC1	-8	9

no.	Pf gamet viab	RGS8-Gao reg
46	-1	100
47	8	95
48	-4	101
49	0	97
50	-25	102
51	6	101
52	-29	99
53	7	99
54	9	101
55	-2	102
56	19	101
57	14	96
58	-29	104
59	6	99
60	-9	100

Next structures follow:
no.	mol	Mcl1-Bid inh	Mcl1 Noxa PPI
61	c1coc(CN2CNc3nc4ccccc4n3C2)c1	-14	4
62	O=C(NCc1ccccn1)c1n[nH]c(=O)c2ccccc12	5	-5
63	CCOC(=O)Cn1nc2sc3ccccc3n2c(=O)c1=O	-25	-4
64	C/C(=N\NC(=O)C(=O)Nc1cc(C)ccc1C)c1ccncc1	-9	6
65	COc1cccc(C2CCCCN(C)C2=O)c1 (stereo unspecified)	0	-5
66	CC(C)CC(=O)N=C1SC2CS(=O)(=O)CC2N1Cc1ccccc1Cl (stereo unspecified)	-5	10
67	S=c1[nH]nc(-c2ccco2)n1/N=C/c1cccc(Cl)c1	-83	16
68	COC(=O)c1sc(SC)c(-c2ccon2)c1C	-7	-16
69	Cc1c2cnn(-c3ccccc3)c(=O)c2c(C)n1CCCC(=O)N1CCN(C2CCCCC2)CC1	-102	19
70	Cc1ccc(C)c(S(=O)(=O)N/N=C/c2ccc(N3CCOCC3)cc2)c1	-48	12
71	CC(=O)Nc1nc(C)c(Oc2ccc(C)cc2)c(=O)[nH]1	-10	-22
72	Cc1cccc(-c2ncc(S(=O)(=O)C(C)(C)C)c(N)n2)c1	3	9
73	O=C(CNC(=O)C(c1ccccc1)c1ccccc1)N/N=C/c1cccnc1	-3	95*
74	CC1CN(c2ccc(S(=O)(=O)N3CCCC3)cn2)CC(C)O1 (stereo unspecified)	-25	10
75	O=S(=O)(Nc1nc2ccccc2nc1NCC1CCCO1)c1ccccc1 (stereo unspecified)	3	0

no.	Pf gamet viab	RGS8-Gao reg
61	-48	98
62	1	100
63	13	99
64	-10	104
65	-10	100
66	-2	106
67	0	98
68	-2	101
69	-1	100
70	-9	99
71	-18	102
72	8	102
73	-2	100
74	9	99
75	1	99

(further entries)
no.	mol	Mcl1-Bid inh	Mcl1 Noxa PPI
76	O=C(N/N=C/c1cccc2nccnc12)c1ccccc1O	-74	-6
77	CSc1nccc(-c2sc(SC)c(C#N)c2-c2ccccc2)n1	4	-18
78	CCOc1ccc(CC(=O)NNC(=O)/C=C/C(=O)O)cc1	-6	15
79	CCOC(=O)C1CCCN(/C=C2\SC(=S)N(CC)C2=O)C1 (stereo unspecified)	-37	-6
80	O=C(NCc1ccco1)c1ccc(-c2csnn2)cc1	-22	-14
81	O=C(Nc1ccccc1)NC1CCN(Cc2c(F)cccc2Cl)CC1	-20	7
82	O=Cc1c(SCCO)nc2ccccn2c1=O	7	7
83	CC(=O)Nc1ccc(CN2CCCC(CO)(Cc3cccc(Cl)c3)C2)cc1 (stereo unspecified)	-12	-13
84	FC(F)(F)c1ccc(CN2C[C@@H]3C(c4ccc(Cl)nc4)C4(c5cccnc5)CC3(C4)[C@H]2c2ccccc2)cc1 (stereo partly specified)	-29	22
85	O=C1CSC(c2cccnc2)N1Cc1cccnc1 (stereo unspecified)	-9	6
86	CCOC(=O)C(=CNc1ccc2c(c1)c1ccccc1n2CC)C(=O)OCC	-32	-6
87	O=C(CSc1ncccc1C(=O)O)NC1CCCCCCC1	-24	3
88	CCOC(=O)c1c(N2C(=O)CC(Sc3ccccc3C(=O)O)C2=O)sc(C)c1C (stereo unspecified)	-77	4
89	O=C(NCc1ccc2c(c1)OCO2)Nc1ccc2ccccc2c1	-26	1
90	O=c1c2ccccc2cnn1Cc1n[nH]c(=S)n1-c1ccccc1F	-129	-1

no.	Pf gamet viab	RGS8-Gao reg
76	-3	98
77	-17	101
78	-29	96
79	17	99
80	-5	99
81	4	99
82	14	106
83	-7	100
84	14	101
85	3	98
86	10	102
87	14	88
88	-2	102
89	12	97
90	-14	96

Additional entries follow.
no.	mol	Mcl1-Bid inh	Mcl1 Noxa PPI
91	NNC(=O)c1nc(Cl)c(Cl)c(N)c1Cl	-23	-4
92	NS(=O)(=O)c1ccc(CCNCC(=O)NC2CC2)cc1	-4	8
93	Cc1ccc(CCNC(=O)c2cc(C)nn2-c2ccccc2)cc1	-18	-2
94	Cc1ccc(CNC(=O)c2cccnc2Sc2cccc(Cl)c2)cc1	0	-2
95	COc1nc2c(c(-c3cc(Br)cs3)c1C#N)Cc1ccccc1-2	2	-22
96	CCOC(=O)C1=C(C)NC2=C(C(=O)CC(C)(C)C2)C1c1ccc(O)c(OCC)c1 (stereo unspecified)	-136	1
97	CCOCCCNC1=C(Cl)C(=O)c2ccccc2C1=O	-17	64*
98	COc1ccc(N/C(=N/c2nc(C)cc(C)n2)NC(=O)c2ccccc2)cc1	0	10
99	O=C(CSc1ncn[nH]1)N1CCCCC1	-69	-8

no.	Pf gamet viab	RGS8-Gao reg
91	-24	97
92	5	98
93	2	103
94	-27	101
95	-4	101
96	4	99
97	12	98
98	10	101
99	-2	99
